Screening data from PubChem BioAssay.
UHRF1 binding – UHRF1 methyl-DNA binding inhibition | Q96T88 | UHRF1 binding to methylated oligo, TR-FRET | inhibition, % at 4.4 µM | hit rate 0.75% among 370,000; in the data active = inhibition above about 21%;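 note: UHRF1 SRA domain binding a hemimethylated CpG hairpin DNA probe; 0% = median of test compound wells and 100% = reference inhibitor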
PLC-gamma1 inh – inhibitors of human phospholipase C gamma1 | P19174 | purified PLC-gamma1, fluorogenic substrate, fluorescence | inhibition, % at 12.2 µM | hit rate 0.84% among 370,000 | AID 720700; in the data active = inhibition above about 9.5%
proKLK7 act – activates the human kallikrein-7 zymogen. AID 652039. P49862. purified proKLK7, EDANS-DABCYL substrate fluorescence; 100% is mature enzyme control, 0% vehicle. hit rate 0.9% among 370,000. activation, % at 7 µM;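 active = activation above the mean of all tested compounds plus 3 SD, computed per campaign excluding outliers beyond control limits, cut at about 13% in these data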
Target sequence (P49862 whole entry, looked up): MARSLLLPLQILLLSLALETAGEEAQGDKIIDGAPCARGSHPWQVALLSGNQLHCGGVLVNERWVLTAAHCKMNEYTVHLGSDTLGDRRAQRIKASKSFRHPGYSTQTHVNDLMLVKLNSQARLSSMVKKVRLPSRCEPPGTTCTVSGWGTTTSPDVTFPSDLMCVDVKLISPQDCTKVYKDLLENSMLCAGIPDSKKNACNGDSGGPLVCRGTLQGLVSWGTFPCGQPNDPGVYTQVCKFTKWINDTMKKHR
ADAM17 inh – inhibits human ADAM17; recombinant ADAM17, EDANS/DABCYL FRET peptide cleavage; inhibition, % at 6.95 µM; hit rate 0.83% among 370,000; AID 720648;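 active = inhibition above the mean of compounds lying between control limits plus 3 SD, set per campaign, cut at about 8.5% in these data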;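 note: 0% = DMSO-only wells as the low control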
Target sequence (P78536 215-824 limits assumed): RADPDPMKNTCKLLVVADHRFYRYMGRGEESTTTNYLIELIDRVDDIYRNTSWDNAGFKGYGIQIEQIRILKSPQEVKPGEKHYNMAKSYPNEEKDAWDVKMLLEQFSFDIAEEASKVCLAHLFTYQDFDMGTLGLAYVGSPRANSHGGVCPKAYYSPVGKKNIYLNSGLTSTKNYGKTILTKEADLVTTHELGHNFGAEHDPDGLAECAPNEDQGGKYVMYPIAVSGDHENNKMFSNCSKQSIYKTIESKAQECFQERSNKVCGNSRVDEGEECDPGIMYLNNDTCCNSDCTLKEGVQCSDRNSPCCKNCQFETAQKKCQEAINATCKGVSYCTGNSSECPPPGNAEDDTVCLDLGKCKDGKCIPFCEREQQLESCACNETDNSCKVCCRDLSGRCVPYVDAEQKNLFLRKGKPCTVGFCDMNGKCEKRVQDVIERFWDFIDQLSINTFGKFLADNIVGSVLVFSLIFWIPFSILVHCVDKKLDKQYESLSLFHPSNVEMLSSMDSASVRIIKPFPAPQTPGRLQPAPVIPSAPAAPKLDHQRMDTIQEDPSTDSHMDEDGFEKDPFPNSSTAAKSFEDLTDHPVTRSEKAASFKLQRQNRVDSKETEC
DDE Tn7 FP inh – inhibitors of Tn7 peptide binding to human fibrin DD(E) | P02675 | FP displacement of FITC-Tn7 peptide from fibrin DD(E); 0% = median of compound wells per plate | inhibition, % at 8.3 µM | hit rate 0.13% among 370,000 | AID 720508;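 active = inhibition above the mean of compounds falling within the control limits plus 3 SD of them, cut at about 14% in these data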;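 note: 0% = plate median of compound wells and 100% = 10 µM Aha-Tn7 peptide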
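System: human fibrin DD(E); quantity: Fibrin-DD(E) at 2 µM final; also added: fluorescent Tn7 probe at 0.1 µM; compound dosing: single nominal test concentration of 8.3 µM per compound; schedule: 10 min preincubation, 3 h with tracer, room temperature; detection: fluorescence polarization of the labelled Tn7 tracer; repeats: one replicate per compound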
ARFGAP1 inh – rat ARFGAP1 inhibition | AID 651572 | hit rate 0.26% among 360,000 | inhibition, % at 16.5 µM | Arfgap1-stimulated ARF1 GTP hydrolysis, GDP FP detection;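 active = inhibition above a per-plate limit, mean inhibition of low control wells plus 3 SD, cut at about 25% in these data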;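 note: 0% = DMSO wells with enzyme and 100% = wells lacking Arfgap1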
Target sequence (Q62848 1-136 limits assumed): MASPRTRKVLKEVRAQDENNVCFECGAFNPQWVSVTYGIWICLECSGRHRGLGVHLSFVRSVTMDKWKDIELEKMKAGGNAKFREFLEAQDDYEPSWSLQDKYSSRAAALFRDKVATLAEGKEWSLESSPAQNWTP
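Material: rat Arfgap1 GAP domain (His6, aa 1-136), purified enzyme. Also added: human ARF1(Δ1-17)-GTP substrate. Compound dosing: 16.5 µM single point, 1.26% DMSO. Timing: enzyme reaction 120 min at 25 °C after 20 min preincubation. Signal: GDP detection by fluorescence polarization. Read-out basis: percent inhibition of GAP-stimulated GDP formation, scaled between DMSO and no-Arfgap1 medians.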
MBD2 inh – inhibitors of human MBD2 binding to methylated oligonucleotide. Q9UBB5. inhibition, % at 4.4 µM. hit rate 0.31% among 370,000. TR-FRET; in the data active = inhibition above about 13%
ASAP1 GAP inh – ASAP1 ArfGAP inhibition | ASAP1-stimulated ARF1 GTP hydrolysis, GDP FP detection | inhibition, % at 16.5 µM | Q9ULH1 | hit rate 0.19% among 360,000; in the data active = inhibition above about 25%;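 note: 0% = vehicle with enzyme and substrate and 100% = no enzyme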
PLCb3 inh – inhibitors of human phospholipase C beta3 | Q01970 | Purified PLC-beta3, fluorogenic substrate, fluorescence | inhibition, % at 12.2 µM | hit rate 0.18% among 370,000 | AID 720704; in the data active = inhibition above about 11%;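 note: 0% = median of compound wells on plate and 100% = full blocker control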
DDE Tn6 FP inh – DD(E)-Tn6 binding inhibition, primary FP screen. P02675. inhibition, % at 8.3 µM. AID 720509. hit rate 0.21% among 370,000. Fibrin DD(E) TRITC-Tn6 fluorescence polarization displacement;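 active = inhibition above a per-campaign cutoff: mean of compounds within control limits plus 3 SD, cut at about 15% in these data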;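 note: 0% = median of all compound wells on the plate and 100% = blocking peptide control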
* = called active by the depositor.

SMILES	UHRF1 binding	PLC-gamma1 inh	proKLK7 act	ADAM17 inh	DDE Tn7 FP inh	ARFGAP1 inh	MBD2 inh	ASAP1 GAP inh	PLCb3 inh	DDE Tn6 FP inh
O=C(Cn1cnc([N+](=O)[O-])c1)Nc1ccccc1C(F)(F)F	-2	0	-0.9	-2	1	2	-4	-2	-2	4
CC1CN(CC(O)COc2ccc(C#N)cc2)CCN1CC(O)COc1ccc(C#N)cc1 (stereo not given)	0	-3	0.0	1	2	-3	-1	-4	-6	-9
COc1ccccc1N(CC(=O)NCCc1ccccc1)C(=O)CCC(=O)Nc1ccccn1	2	3	-0.3	1	5	-8	0	-15	-1	2
CCCN(Cc1cc2cc(C)ccc2[nH]c1=O)S(C)(=O)=O	2	4	0.8	-5	-10	-3	-2	-6	1	7
CCC(C)(C)NC(=O)COc1ccc(OCc2ccccc2)cc1	-1	1	-0.3	1	10	1	2	1	3	3
COc1cccc2c(=O)c3c(oc12)CCCC3	7	-83	9.6	-68	3	-12	0	-16	-117	8
CCOC(=O)[C@H](CCc1ccccc1)N[C@@H](C)C(=O)N1CCC[C@@H]1C(=O)O	-2	3	0.3	-5	5	2	2	8	2	-2
COc1ccc(OCc2cccc(C(=O)O)c2)cc1	1	2	0.1	-3	6	3	3	10	-2	3
Cc1ccccc1CC1CCN(CCCNC(=O)Nc2ccccc2)CC1	-3	0	0.0	-1	-1	-10	1	-5	-4	1
Cn1c(=O)cc(Nc2ccccc2)c2c(=O)n(-c3ccccc3)c(=O)n(-c3ccccc3)c21	6	-1	0.3	4	-2	-2	0	0	-2	-7
CC(Oc1ccc(Cl)cc1Cl)C(=O)NCCCn1ccnc1 (stereo not given)	0	6	0.5	5	-7	-4	-3	-6	5	-9
CN(Cc1ccc(C(F)(F)F)cc1)C(=O)C1CC(=O)N(Cc2ccco2)C1 (stereo not given)	11	-4	0.1	0	-6	10	5	-1	-2	3
Cc1ccc(NC(=O)c2cnccn2)nc1	0	-3	-0.6	-2	-6	-4	-2	0	-7	-1
CCS(=O)(=O)NCC(c1ccco1)N1CCN(c2ccccc2F)CC1 (stereo not given)	3	4	0.4	-2	6	3	0	0	2	-4
N#C/C(=C(/O)COC(=O)c1ccc(Cl)c(S(=O)(=O)N2CCOCC2)c1)c1nc2ccccc2[nH]1	0	-5	0.0	0	4	-1	-3	3	0	-6
CCn1c(SCC(=O)NCc2cccs2)nnc1-c1ccco1	11	0	0.1	-3	-5	2	10	12	-2	2
COC(=O)[C@]12C[C@H](CC(=O)NCCCCc3ccccc3)C(=O)N(Cc3ccc4c(c3)OCO4)C1=C[C@H](COCc1ccccc1)O[C@@H]2C	-1	2	1.0	3	-3	0	3	-12	0	10
CCC(CC)C(=O)c1c[nH]c(C(=O)NCCCN2CCOCC2)c1	0	4	0.2	1	-7	1	0	-9	2	-8
CN1C(C(=O)Nc2ccc(OC(F)(F)F)cc2)=CC(c2ccc3c(c2)OCO3)=NS1(=O)=O	1	-4	-0.3	0	-6	4	-2	-9	-13	4
Cc1nc(C)c(C(=O)Nc2ccccc2-c2ccccc2)o1	2	-4	0.4	-6	-2	3	3	10	-5	-7
O=C(CNC(=O)c1ccc(N2C(=O)c3ccccc3C2=O)cc1)OCC(=O)c1cccc2ccccc12	4	-2	-0.3	-1	-5	9	0	-1	1	-4
CN1CCN(c2ccccc2NC(=O)c2ccc(N3CCCCC3)c([N+](=O)[O-])c2)CC1	-9	3	0.8	-2	-2	1	-3	9	-2	6
COc1cc(OC)c2c(-c3ccccc3)cc(=O)oc2c1C(CCN1CCCC1)c1ccc2c(c1)OCO2 (stereo not given)	-3	-10	1.4	-3	3	2	6	4	-13	-1
CN1/C(=C\C(=O)Nc2ccc(F)cc2)C(C)(C)c2ccccc21	5	-2	-0.6	4	4	9	6	8	0	-5
NNc1nc(-c2ccccc2)cc(-c2ccc(Br)cc2)n1	0	-11	0.2	-17	1	9	4	9	-16	11
COc1cc(C(=O)N[C@@H](C)C(=O)N2CCC3(CC2)NCCc2[nH]cnc23)cc(OC)c1OC	-3	0	0.1	-1	-4	7	-1	21	-1	-9
c1ccc(Cc2nnc3n2N=C(c2ccccc2)CS3)cc1	0	1	0.1	1	-5	2	1	8	1	4
COc1ccc(C(=O)N[C@H](C(=O)OCc2cc(=O)oc3cc(C)ccc23)C(C)C)cc1	0	2	0.4	2	2	5	-3	3	3	-1
CC(=O)c1cccc(NC(=O)C(C)N(C)CC(=O)Nc2ccc(Cl)cc2)c1 (stereo not given)	0	1	0.0	2	-8	-15	-3	5	-6	-1
Cc1ccccc1NC(=O)C1CCCN(S(=O)(=O)c2c(C)noc2C)C1 (stereo not given)	2	4	-0.4	3	-2	-9	-5	-8	4	-6

Entries of single compounds as entered above. Values in the order: UHRF1 binding, PLC-gamma1 inh, proKLK7 act, ADAM17 inh, DDE Tn7 FP inh, ARFGAP1 inh, MBD2 inh, ASAP1 GAP inh, PLCb3 inh, DDE Tn6 FP inh
Cc1ccccc1CC1CCN(CCCNC(=O)Nc2ccccc2)CC1 across the screens: -3, 0, 0.0, -1, -1, -10, 1, -5, -4, 1
CCn1c(SCC(=O)NCc2cccs2)nnc1-c1ccco1 across the screens: 11, 0, 0.1, -3, -5, 2, 10, 12, -2, 2
CCC(C)(C)NC(=O)COc1ccc(OCc2ccccc2)cc1 across the screens: -1, 1, -0.3, 1, 10, 1, 2, 1, 3, 3

The results go on.
SMILES	UHRF1 binding	PLC-gamma1 inh	proKLK7 act	ADAM17 inh	DDE Tn7 FP inh	ARFGAP1 inh	MBD2 inh	ASAP1 GAP inh	PLCb3 inh	DDE Tn6 FP inh
Cc1cc(C)c(C#N)c(OCC(=O)c2ccccc2)n1	0	3	-0.1	0	-1	7	2	13	4	-4
Cc1ccc(NC(=O)C2CC(=O)n3c(nc4ccccc43)N2)cc1C (stereo not given)	4	1	0.2	-1	-2	6	0	-10	-5	-4
O=C(CSc1nc(Nc2ccccc2)nc(N2CCOCC2)n1)Nc1cccc([N+](=O)[O-])c1	-3	-2	-0.1	10*	1	8	0	7	-1	6
COc1ccc(NC(=O)C2Cc3c(-c4ccccc4Oc4ccccc4)ccnc3O2)cc1 (stereo not given)	1	2	0.3	9.6*	-1	7	5	2	-2	-3
CC1CCN(S(=O)(=O)c2ccc3c(c2)N(CC(=O)NCCN2C(C)CCCC2C)C(=O)CS3)CC1 (stereo not given)	1	3	-0.6	-7	2	-8	-2	6	-6	-1
Clc1ccc(OCc2nnc3n2N=C(c2ccc4c(c2)OCCO4)CS3)c(Cl)c1	0	4	-0.1	1	3	4	-3	9	2	-7
COc1ccc(-c2n[nH]c(=S)nc2-c2ccc(OC)cc2)cc1	1	-1	-0.5	0	-1	10	0	0	-7	0
O=C(CNC(=O)c1ccccc1)N/N=C/c1ccc([N+](=O)[O-])s1	7	-6	0.0	1	-3	-6	-3	-3	-9	1
CN(C(=O)CSc1ncc(C(F)(F)F)cc1Cl)c1c(N)n(Cc2ccccc2)c(=O)[nH]c1=O	-1	-2	0.1	-8	3	1	1	4	-8	1
Cc1cccc(OCC(=O)Nc2ccc(N3CCN(C(=O)c4ccccc4)CC3)cc2)c1	-4	5	0.2	0	-6	-9	2	-2	5	-2

Structures above shown as hits in ADAM17 inh.
SMILES	UHRF1 binding	PLC-gamma1 inh	proKLK7 act	ADAM17 inh	DDE Tn7 FP inh	ARFGAP1 inh	MBD2 inh	ASAP1 GAP inh	PLCb3 inh	DDE Tn6 FP inh
O=C(CSc1nc(Nc2ccccc2)nc(N2CCOCC2)n1)Nc1cccc([N+](=O)[O-])c1	-3	-2	-0.1	10*	1	8	0	7	-1	6
COc1ccc(NC(=O)C2Cc3c(-c4ccccc4Oc4ccccc4)ccnc3O2)cc1 (stereo not given)	1	2	0.3	9.6*	-1	7	5	2	-2	-3

Ordered by the number under ASAP1 GAP inh (high to low): 5 from the list above
SMILES	UHRF1 binding	PLC-gamma1 inh	proKLK7 act	ADAM17 inh	DDE Tn7 FP inh	ARFGAP1 inh	MBD2 inh	ASAP1 GAP inh	PLCb3 inh	DDE Tn6 FP inh
COc1cc(C(=O)N[C@@H](C)C(=O)N2CCC3(CC2)NCCc2[nH]cnc23)cc(OC)c1OC	-3	0	0.1	-1	-4	7	-1	21	-1	-9
CN1CCN(c2ccccc2NC(=O)c2ccc(N3CCCCC3)c([N+](=O)[O-])c2)CC1	-9	3	0.8	-2	-2	1	-3	9	-2	6
Cc1cccc(OCC(=O)Nc2ccc(N3CCN(C(=O)c4ccccc4)CC3)cc2)c1	-4	5	0.2	0	-6	-9	2	-2	5	-2
O=C(CNC(=O)c1ccccc1)N/N=C/c1ccc([N+](=O)[O-])s1	7	-6	0.0	1	-3	-6	-3	-3	-9	1
COc1ccccc1N(CC(=O)NCCc1ccccc1)C(=O)CCC(=O)Nc1ccccn1	2	3	-0.3	1	5	-8	0	-15	-1	2

Continuation.
SMILES	UHRF1 binding	PLC-gamma1 inh	proKLK7 act	ADAM17 inh	DDE Tn7 FP inh	ARFGAP1 inh	MBD2 inh	ASAP1 GAP inh	PLCb3 inh	DDE Tn6 FP inh
COc1cccc(CN2CCN(Cc3cc(OC)c(OC)c(OC)c3)CC2)c1OC	-1	-4	-0.5	-4	4	0	4	-5	-3	-5
Cc1cc(C)c(S(=O)(=O)N2CCOC2CNC(=O)C(=O)NCCCN2CCOCC2)c(C)c1 (stereo not given)	0	1	-0.3	1	0	20	1	15	-8	-16
CC(=O)N(Cc1cccs1)Cc1cc2cc(C)c(C)cc2nc1Cl	-1	5	-0.1	0	-8	2	1	2	2	4
O=C(Nc1ccc(N2C(=O)CCC2=O)cc1Cl)c1cccs1	-1	2	-0.7	-1	4	3	2	8	1	-2
CCOC(=O)NCc1ccc2c(c1)cc(C)n2C	-8	-22	0.7	-7	-4	-1	-6	-8	-26	10
O=C1N(Cc2ccccc2)c2ccccc2OC1(F)F	-1	-2	0.1	-3	2	0	5	12	-4	0
CCOc1cc(C)c(S(=O)(=O)NCc2ccccn2)cc1C	-2	3	0.6	-1	6	1	1	-11	-7	4
Cc1cc(=O)[nH]n(CCO)c1=O	0	2	-0.6	0	-3	1	3	1	-6	0
COC(=O)C(C)(C)ONC(=O)Nc1ccccc1Br	6	5	0.0	-4	5	14	-2	-9	-1	-2
COc1ccc(CC(=O)Nc2cccc(-c3nnc(-c4ccccc4)o3)c2)cc1OC	4	1	-0.4	-2	4	13	6	17	0	8
CC1(Cc2ccc3ccccc3n2)C(=O)Nc2ccc(OC(F)(F)F)cc21 (stereo not given)	9	0	0.1	-1	4	8	6	-3	1	7
CCOc1ccc(C(=O)O/N=C(\N)c2ccc([N+](=O)[O-])cc2)cc1OCC	3	-2	-0.1	-1	2	-3	0	3	1	-3
Cc1nc2ccccc2c(=O)n1CCCO	1	2	-0.1	-2	4	-5	2	-7	1	3
